UDG counterscr: Primary qHTS assay for inhibitors of Activation Induced Cytidine Deaminase (AID): UDG Counterscreen signal; Uracil-DNA glycosylase; FRET deamination/UDG coupled assay, UDG read, 4 h; Potency, µM (top dose mostly 115 µM), for the others: at the highest dose activity change, negative = inhibition, hits mostly inhibitors; 91,000 tested, 0.14% active; also: nearly all actives have a fitted effect of over 65% in size
AID inh: Primary qHTS assay for inhibitors of Activation Induced Cytidine Deaminase (AID): AID signal; Single-stranded DNA cytosine deaminase (Homo sapiens), Q9GZX7; AID deamination FRET fluorescence, UDG-coupled, 4 h; Potency, µM (series often up to 115 µM), inactives show at the highest dose activity change, negative = inhibition, actives largely listed as inhibitors; 91,000 tested, 0.32% active; AID 1347428, 2020; also: nearly all actives have a fitted effect of over 25% in size
Target sequence (Q9GZX7 whole entry, looked up): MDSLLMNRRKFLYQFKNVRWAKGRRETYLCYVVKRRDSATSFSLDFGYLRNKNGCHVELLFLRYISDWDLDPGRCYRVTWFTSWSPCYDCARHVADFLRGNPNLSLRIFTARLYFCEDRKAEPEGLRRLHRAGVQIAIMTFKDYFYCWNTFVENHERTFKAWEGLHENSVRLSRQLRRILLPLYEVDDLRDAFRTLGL
Numbers without * were called inactive; ? = inconclusive; [ ] = remark or other dose. Calls follow the shape of the dose curve; as a rule, active = well fitted curve in the direction sought with a large enough effect; inconclusive = small, poorly fitted or top-dose-only effect, or another doubt; inactive = no such curve, though single readings can be large; an effect the other way counts as inactive or inconclusive. % is scaled to controls: 0 for no effect and ±100 for the full control effect; potency is read from the fitted curve at half-maximal effect.

Fields: UDG counterscr | AID inh
1) COC(CNC(=O)C(C)(C)C)c1ccccc1 (centres undefined)
→ -2% | -8%
2) O=C(CCc1nc2ccccc2s1)NCCc1ccc(C(F)(F)F)cc1
→ 0% | 0%
3) O=S(CCCOc1ccc(F)cc1)Cc1ccc(F)cc1 (centres undefined)
→ 0% | -4%
4) CC1CCCC(NC(=O)c2cc(Sc3ccc(F)cc3)nc3ccccc23)C1C (centres undefined)
→ 9% | 7%
5) Cc1n[nH]c(C)c1S(=O)(=O)Nc1ncn(Cc2c(F)cccc2Cl)n1
→ 5% | 1%
6) Cc1cc(C)c2oc(=O)cc(-c3oc4ccccc4c3N)c2c1
→ -10% | 5%
7) CC(=O)c1cccc(NC(=O)c2cc(-c3ccc(Cl)s3)nc3ccccc23)c1
→ -11% | 4%
8) CCCCOc1ccc2c(=O)c(Oc3ccccc3)c(C)oc2c1
→ 0% | -19%
9) Cc1ccc(Cl)cc1NC(=O)Cn1c(=O)n(Cc2ccc(C(=O)NCc3ccc4c(c3)OCO4)cc2)c(=O)c2ccccc21
→ -3% | -2%
10) Cc1cccc(C2(c3cccc(C)c3)CC2C(=O)NC(C)(C)C)c1 (centres undefined)
→ 3% | 5%
11) O=C(Cc1cccc(F)c1)NCCc1nc2c(s1)CCCC2
→ -3% | -6%
12) O=C(NCc1cccs1)c1ccc2c(c1)N(Cc1cccc(F)c1)C(=O)c1ccccc1S2
→ -24%[57.5 µM] | -9%
13) CC(=O)Nc1ccc(NC(=O)C2=C(c3ccccc3)SCCO2)cc1
→ -8% | 4%
14) COc1ccc(C(=O)C(C#N)C(=O)c2ccc(C)c(OC)c2)cc1 (centres undefined)
→ 3% | 10%
15) CCc1cc2c(C)cc(=O)oc2cc1OCC(=O)c1ccccc1
→ 4% | 30%[activator]
16) CCCCNS(=O)(=O)c1ccc2nc(NC(=O)c3cccnc3)sc2c1
→ 10% | 23%
17) CCC(=O)N1c2ccc(S(=O)(=O)N3CCN(c4ccccc4Cl)CC3)cc2CC1C (centres undefined)
→ -11% | -17%
18) Cc1cccc(N2CCN(c3nc4ccccc4c(=O)n3-c3ccc(Cl)cc3)CC2)c1C
→ -9%[57.5 µM] | -11%
19) Cn1cc(S(=O)(=O)N2CCOCC2)cc1C(=O)Nc1cccc(C#N)c1
→ -2% | 3%
20) O=C(C1CCN(c2ncnc3c2nc2n3CCCCC2)CC1)N1CCN(c2ccc(Cl)cc2)CC1
→ 0% | 2%
21) COc1ccc(Nc2ncc3c(n2)CCN(Cc2cccc(F)c2F)C3)c(OC)c1
→ 3% | -3%
22) CNc1oc(/C=C/c2ccc(OC)c(OC)c2)nc1C#N
→ 2% | 4%
23) Cc1c(Br)c2ccccc2n1CC(=O)N(C)C
→ 8% | 3%
24) COc1ccc(C(=O)NC2CCCCC2)cc1C
→ 6% | -2%
25) COc1cccc(C2CC(=O)Nc3c2c(=O)[nH]c2nc4ccccc4n32)c1OC (centres undefined)
→ -14% | -15%
26) Cc1ccc(NS(=O)(=O)c2ccc3c(c2)NC(=O)CCS3)cc1C
→ -1% | -22%
27) CCCCSc1ncnc2c1sc1nc(N3CCOCC3)c3c(c12)CCCC3
→ -12% | 21%
28) Cc1ccc(C(=O)Nc2ccccc2SC2CCCC2)cn1
→ -8% | -10%
29) Cc1nn(C)c2c1c(-c1ccccc1)cc(=O)n2CC(=O)NC(C)c1ccccc1 (centres undefined)
→ 18% | ?
30) O=C(NCCc1cccnc1)c1ccc(F)cc1
→ -6% | -8%
31) CCOC(=O)c1ccc(NC(=O)CC2Nc3cccc4cccc(c34)NC2=O)cc1 (centres undefined)
→ -4% | ?
32) Cc1ccc(-c2cc(C(=O)Oc3ccccc3Cl)no2)cc1C
→ -12% | -4%
33) CCNc1nc(-c2ccc(NC(C)=O)cc2)cs1
→ 2% | 10%
34) CCOc1ccc(CNC(=O)c2ccc(NC(=O)N3CCCCc4ccccc43)cc2)cc1OC
→ 23% | 1%
35) Cc1nn(C)c2nc(C(C)C)cc(C(=O)N3CCN(c4ncccn4)CC3)c12
→ 11% | 0%
36) CCOc1ccc(CN2C(=O)c3ccccc3Sc3ccc(C(=O)NCCc4ccccc4)cc32)cc1
→ -13% | -14%
37) O=C(c1ccccc1Nc1ccc(SC(F)F)cc1)N(C1CCCCC1)C1CCCCC1
→ -17% | -16%
38) O=C(Nc1ccccc1)c1cc(=O)c2ccccc2o1
→ -7% | -1%
39) CNC(=O)NC(=O)CN(C)Cc1cccc(Cl)c1Cl
→ -9% | -3%
40) COc1ccc(OC)c(CCNC(=O)C(C)n2nc(C)c3c(C)n(-c4ccc(C)cc4)nc3c2=O)c1 (centres undefined)
→ -13% | ?
41) CCc1cccc2c(C(=O)CN3C(=O)CC4(CCCCC4)C3=O)c[nH]c12
→ -3% | -5%
42) CCNCc1ccc(-c2ccccc2F)o1
→ 3% | -7%
43) CC1CCC/C(=C(/C#N)c2nc(-c3ccccc3O)cs2)C1 (centres undefined)
→ 0% | -5%
44) CC1CCC(C(=O)NNC(=O)OC(C)(C)C)CC1 (centres undefined)
→ -1% | 5%
45) CCOc1cc(C(=O)N2CC(=O)Nc3ccc(C)cc3C2c2ccccc2)cc(OCC)c1OCC (centres undefined)
→ -1% | -7%
46) Cc1c(C(=O)Nc2cccc(C(F)(F)F)c2)oc2ccc3c(c12)C(=O)CC(C)(C)O3
→ -5% | 19%
47) COC(=O)/C=C/C(=O)Nc1cc(Cl)ccc1O
→ 1% | 2%
48) Cn1ccc2c(OCC(=O)Nc3cc(C(F)(F)F)ccc3Cl)cccc2c1=O
→ 15% | -8%
49) COc1cccc(C(=O)Nc2ccc(S(=O)(=O)N(Cc3ccccc3)c3ccccc3)cc2)c1
→ -13%[57.5 µM] | -5%[57.5 µM]
50) CCc1ccc(NC(=O)c2cc(S(=O)(=O)N3CCCCCC3)ccc2F)cc1
→ 9% | 7%
51) CC(C)OCCN1CCN(c2oc(-c3ccco3)nc2C#N)CC1
→ 0% | 6%
52) Fc1cccc(Cl)c1CNc1n[nH]c(-c2ccco2)n1
→ -18% | 19%
53) COc1ccc(-n2c(SCC(=O)Nc3cccc(C#N)c3)nnc2-c2ccccc2OC)cc1
→ -6% | -20%
54) COc1ccc(Cl)cc1S(=O)(=O)NCCO
→ 6% | -6%
55) CCOC(=O)C1CCCN(C(=O)c2ccc(NC(=O)c3nsc4ccccc34)cc2)C1 (centres undefined)
→ -6% | -15%
56) COc1cccc2c1cc1c(=O)n(CC(=O)NC3CCCCC3)nc(C)n12
→ -3% | 6%
57) CC1=C(C(=O)Nc2ccc(F)c(F)c2)C(c2ccc(F)cc2)NC(=S)N1 (centres undefined)
→ 1% | 6%
58) O=C(NCc1ccc(Cl)cc1)c1ccc(CNS(=O)(=O)c2ccc(F)cc2)cc1
→ 6%[57.5 µM] | 3%
59) CC(=O)N(Cc1ccc(C(C)C)cc1)C1CC1
→ 2% | -6%
60) COC(=O)N/N=C/c1cc(Cl)cc(Cl)c1OCCCOc1ccccc1
→ -6% | -8%

Carrying on:
Fields: UDG counterscr | AID inh
61) COc1ccc(CNCCC(c2ccc(C)cc2)c2ccco2)cc1 (centres undefined)
→ -4% | 4%
62) Cc1ccc2c(CN(C)CCOc3ccc(Cl)cc3)cc(=O)oc2c1
→ 0% | -18%
63) CN(C)C(=S)SCC(=O)NC(=O)NCc1ccccc1
→ -5% | -4%
64) CSc1ccc(CCNC(=O)C2=C(C)C(=O)OC23CCCCC3)cc1
→ -6% | 2%
65) Fc1cccc(NC(=S)NCc2ccccc2)c1
→ -5% | -11%
66) COc1ccc(C(=O)Nc2c(N3CCCC3)c3ccccc3oc2=O)cc1
→ -8% | -11%
67) CCOc1ccc(C(=O)CC2(O)C(=O)Nc3ccc(Br)cc32)cc1 (centres undefined)
→ 1% | 3%
68) Cc1ccc(NS(=O)(=O)c2cc(C(=O)O)cc3c2CCC3)cc1F
→ 4% | 5%
69) NCC1Cc2ccccc2O1 (centres undefined)
→ -2% | -4%
70) CC(C)C(NC(=O)c1c(F)cccc1F)C(=O)NCc1cnn(-c2ccccc2)c1 (centres undefined)
→ 9% | -6%
71) CN(c1ccc(F)cc1)S(=O)(=O)N1CCCC(C(=O)NCCc2ccccc2)C1 (centres undefined)
→ -29% | -5%
72) COc1cccc(-c2cn3c(n2)sc2cc(C(=O)NCCCc4ccccc4)ccc23)c1
→ 1%[57.5 µM] | -5%
73) O=C(Cc1ccc(Br)cc1)N(Cc1nnc(-c2ccccc2Cl)o1)C1CC1
→ -8% | -29%
74) COc1cccc(CNC(=O)C2CCN(C(=O)N3CCOc4ccc(Cl)cc43)CC2)c1OC
→ 6% | 10%
75) Cc1cccc(C(=O)N(C)C2CCN(CCc3ccccn3)CC2)c1
→ -6% | 2%
76) CCCS(=O)(=O)N1CC(=O)N(c2ccccc2C)C(C)(C(=O)NC2CCCC2)C1 (centres undefined)
→ 2% | -4%
77) C(#CCN1CCN(C(c2ccccc2)c2ccccc2)CC1)COC(c1ccccc1)c1ccccc1
→ -5% | -2%
78) CCCn1nc(C(=O)OCc2nnc(-c3ccccc3)o2)c2ccccc2c1=O
→ -1% | -13%
79) c1ccc(-c2nc(N3CCCC3)c3ccccc3n2)nc1
→ 4% | -16%
80) CN(C)CCNC(C(=O)O)c1c[nH]c2cc(F)ccc12 (centres undefined)
→ 10% | 22%
81) CCN(Cc1ccccc1)S(=O)(=O)c1ccc2c(c1)CC(C)N2C(=O)C1CCC1 (centres undefined)
→ -12%[57.5 µM] | -2%[57.5 µM]
82) CC(C)CNC(=O)C(=O)Nc1cccc2[nH]ccc12
→ -10% | -5%
83) COCCNc1nc(NCc2cccc(Cl)c2)c2cnn(C)c2n1
→ ? | -3%
84) CN(C)CCCN1c2ccccc2Sc2ccc(Cl)cc21
→ -10% | -13%
85) CC(OC(=O)c1ccc2c(c1)NC(=O)CS2)C(=O)c1c[nH]c2ccccc12 (centres undefined)
→ 6% | -2%
86) O=C(Cc1ccc(-c2ccccc2)cc1)NC1(C(=O)O)CCCCC1
→ 4% | -3%
87) COc1ccc(C=O)cc1CSc1ccc(C)cc1
→ -4% | -15%
88) CC(NCCO)C(=O)C12CC3CC(CC(C3)C1)C2 (centres undefined)
→ 3% | -4%
89) CSc1ccc(Cl)c(C(=O)Oc2cccc(Cl)c2Cl)c1
→ 3% | -3%
90) CC(=O)Nc1ccc(NC(=O)c2cn(C)c3ccccc23)cc1
→ 7% | 5%
91) CCN(CC)S(=O)(=O)c1ccc2c(c1)N(CC(=O)Nc1cccc(C)c1C)C(=O)C1CCCN21 (centres undefined)
→ 3% | 4%
92) CCN1CCC(N(Cc2cccc(OC)c2)C(=O)Nc2cccc(C)c2C)CC1
→ -11% | ?
93) O=C(CSc1nncs1)N(Cc1ccc(F)cc1)C12CC3CC(CC(C3)C1)C2
→ -12% | -19%
94) COc1cc(OC)c(OC)cc1CNC(=O)Cc1cccc(C(F)(F)F)c1
→ 9% | -4%
95) CC(C)Sc1ccccc1C(=O)O
→ 7% | 5%
96) CCOc1ccccc1N1CC(c2nc3ccccc3n2CCCCOc2ccccc2)CC1=O (centres undefined)
→ -15% | -2%
97) COC(=O)c1[nH]c2ccc(F)cc2c1NC(=O)CCN1CCC(C(N)=O)CC1
→ -2% | -9%
98) COc1ccc(Cl)cc1NC(=O)COC(=O)c1[nH]c(C)c(C(C)=O)c1C
→ -14% | 0%
99) Cc1oc2cc(OC(=O)c3ccco3)ccc2c(=O)c1-c1ccccc1
→ 8% | -12%
100) O=c1c2c3c(sc2n(Cc2ccc(F)cc2Cl)c(=O)n1-c1ccc(Cl)cc1)CCC3
→ -11%[57.5 µM] | -16%
101) CCn1c(=O)cc(SCC(=O)NCc2ccc(OC)cc2OC)c2ccccc21
→ -7% | -6%
102) CCN1CCN(C(=O)c2ccc3c(c2)N(Cc2ccccc2F)C(=O)c2ccccc2S3=O)CC1 (centres undefined)
→ -4% | 20%
103) CCC(=O)N1CCc2cc(CNC(=O)c3ccc(C#N)cc3)ccc21
→ -5% | 7%

Compounds from the list above containing an aryl thioether with sulfur outside any ring, in the order listed:
Fields: UDG counterscr | AID inh
4) CC1CCCC(NC(=O)c2cc(Sc3ccc(F)cc3)nc3ccccc23)C1C (centres undefined)
→ 9% | 7%
27) CCCCSc1ncnc2c1sc1nc(N3CCOCC3)c3c(c12)CCCC3
→ -12% | 21%
28) Cc1ccc(C(=O)Nc2ccccc2SC2CCCC2)cn1
→ -8% | -10%
37) O=C(c1ccccc1Nc1ccc(SC(F)F)cc1)N(C1CCCCC1)C1CCCCC1
→ -17% | -16%
53) COc1ccc(-n2c(SCC(=O)Nc3cccc(C#N)c3)nnc2-c2ccccc2OC)cc1
→ -6% | -20%
64) CSc1ccc(CCNC(=O)C2=C(C)C(=O)OC23CCCCC3)cc1
→ -6% | 2%
87) COc1ccc(C=O)cc1CSc1ccc(C)cc1
→ -4% | -15%
89) CSc1ccc(Cl)c(C(=O)Oc2cccc(Cl)c2Cl)c1
→ 3% | -3%
93) O=C(CSc1nncs1)N(Cc1ccc(F)cc1)C12CC3CC(CC(C3)C1)C2
→ -12% | -19%
95) CC(C)Sc1ccccc1C(=O)O
→ 7% | 5%
101) CCn1c(=O)cc(SCC(=O)NCc2ccc(OC)cc2OC)c2ccccc21
→ -7% | -6%

Assay outcomes: PubChem, National Center for Advancing Translational Sciences (NCATS)

The list is partial; the hit share may differ from the screen's.
